Polio RdRp inh: inhibitors of poliovirus RNA polymerase binding and polymerization | poliovirus polymerase elongation, fluorescence polarization; hits give low values | P03300 | 150,000 tested, 0.66% active | % elongation, % (compound at 16.7 µg/mL); in the data active means % elongation below about 90%; further: some results filed as inactive read as strong as hits
Target sequence (P03300 1749-2209 limits assumed): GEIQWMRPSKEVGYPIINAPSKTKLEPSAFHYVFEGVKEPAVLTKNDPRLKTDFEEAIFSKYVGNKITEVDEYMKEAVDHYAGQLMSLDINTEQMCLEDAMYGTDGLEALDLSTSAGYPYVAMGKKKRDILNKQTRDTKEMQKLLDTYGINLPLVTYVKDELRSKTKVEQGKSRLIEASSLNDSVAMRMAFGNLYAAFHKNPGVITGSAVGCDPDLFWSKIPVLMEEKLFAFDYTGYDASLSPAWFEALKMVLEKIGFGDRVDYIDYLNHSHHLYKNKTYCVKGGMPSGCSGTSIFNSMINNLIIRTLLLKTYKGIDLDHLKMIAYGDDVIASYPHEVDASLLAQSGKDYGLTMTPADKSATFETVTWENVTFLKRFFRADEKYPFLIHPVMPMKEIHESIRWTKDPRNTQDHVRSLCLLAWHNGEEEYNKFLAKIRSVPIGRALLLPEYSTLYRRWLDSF
Polio RdRp inh FP z-score: also measured in Polio RdRp inh; calls as there; z-score; measured here: FP z-score; hits read low
Starred values were filed as active, the others as inactive; ! = not confirmed by another sample. An excerpt. The share of hits here may be higher or lower than overall.

Each structure is followed by: Polio RdRp inh	Polio RdRp inh FP z-score
- CCOC(=O)N1CCC(Nc2nc3ccc(Cl)cc3n3cnnc23)CC1
  104.0	0.7
- Nc1nnc(SCC(=O)Nc2ccccc2N2CCOCC2)s1
  101.0	0.1
- CC(C)c1ccc(Nc2c(-c3ccccc3O)nc3cnccn23)cc1
  106.0	0.3
- CC(C)(C)Sc1nc2ccccc2[nH]c1=S
  111.0	1.4
- CCCNC(=O)c1ccccc1NC(=O)c1ccccc1NS(C)(=O)=O
  100.0	-0.4
- CCOC(=O)C1=C(C(F)(F)F)Nc2ncnn2C1c1ccc(F)cc1 (stereo unspecified)
  100.0	-0.7
- Cn1nnc2cc(C(=O)Nc3cccnc3)ccc21
  100.0	-0.3
- CCN(CCCNC(=O)c1cc2c(=O)[nH]c3ccccc3c2s1)c1ccccc1
  108.0	0.1
- COC(=O)c1cc(OC(=O)CCN2C(=O)C3CC=CCC3C2=O)cc(C(=O)OC)c1 (stereo unspecified)
  106.0	0.9
- CCN(C(=O)c1cc2c(=O)oc3ccc(C)cc3c2s1)c1ccccc1C
  106.0	0.3
- COc1ccc(C2(O)CCN(C(=O)c3ccc4c(c3)OCO4)CC2)cc1
  102.0	-0.1
- Cc1ccc(N2CCN(c3nc4ccccc4n4nnnc34)CC2)c(C)c1
  108.0	0.3
- CN(C)S(=O)(=O)N=C1C=CC(=NS(=O)(=O)N(C)C)C=C1
  88.0*	-1*
- COc1ccccc1NC(=O)c1sc2nc(-c3cc4ccccc4oc3=O)[nH]c(=O)c2c1C
  102.0	-0.8
- CC(=O)Nc1cccc(C(=O)Oc2cccc(C)c2)c1O
  99.0	-0.6
- COc1ccc(S(=O)(=O)NCCc2sc(C)nc2C)cc1F
  110.0	0.6
- Cc1ccc(NC(=O)Cn2c(=O)n(-c3ccc(CC(=O)NCC4CCCO4)cc3)c(=O)c3ccccc32)cc1 (stereo unspecified)
  107.0	0.2
- CC(C)c1ccc(C(=O)CCN(C)C)cc1
  98.0	-0.6
- CCOc1ccc(N(CC)C(=O)COc2cc(=O)n(C)c3ccccc23)cc1
  100.0	-0.1
- CCOC(=O)c1cccc(NC(=O)CN2C(=O)CC(C)(C)Sc3ccccc32)c1
  107.0	0.3
- CC(=O)c1ccc(NS(=O)(=O)c2ccc(Br)s2)cc1
  107.0	0.5
- CCc1ccc(Nc2nc(-c3ccccc3)cc(=O)[nH]2)cc1
  102.0	-0.1
- CCn1c(SC(C)C(=O)NC(N)=O)nc2ccccc21 (stereo unspecified)
  100.0	-0.3
- CCOC(=O)c1cnc2ccc(OCC)cc2c1NCc1ccccc1
  106.0	0.4
- CC(Nc1ccc(Br)cn1)c1cc(Cl)ccc1O (stereo unspecified)
  101.0	0.2
- Cc1nnc(NC(=O)c2ccc3c(c2)SC2=NS(=O)(=O)CCN23)s1
  104.0	0.2
- COc1ccccc1Cn1cc(C(=O)c2ccccc2)c(=O)c2cc(OC)c(OC)cc21
  109.0	0.7
- COc1ccc(CNC(=O)CSc2ncc3c(n2)-c2cc(Cl)ccc2N(Cc2ccccc2)S3(=O)=O)cc1
  106.0	0
- CCCCNC(=O)C1CCN(C(=O)N2CC(C)Oc3ccc(Cl)cc32)CC1 (stereo unspecified)
  111.0	0.8
- COCCNC(=O)CSc1nc(-c2ccccc2C)nc2c1c(=O)n(C)c(=O)n2C
  110.0	0.6
- CC(Sc1nc2sccc2c(=O)n1C)C(=O)Nc1ccc2c(c1)OCO2 (stereo unspecified)
  101.0	-0.2
- Cc1cc(CNC(C)c2ccncc2)c(C)n1-c1ccnn1C(C)C (stereo unspecified)
  100.0	-0.2
- Cn1c(SCC(=O)NN)nnc1-c1ccccc1
  97.0	-0.5
- CC(C)c1ccc(C(=O)Nc2cccc3cccnc23)cc1
  111.0	1.5
- Cc1ccc(-n2c(=O)c3ccc(C(=O)NCc4ccco4)cc3n(Cc3cccc(Cl)c3)c2=O)cc1
  104.0	0.1
- CC1(C)CC(=O)C2=C(C1)Nc1[nH]c(=S)[nH]c(=O)c1C2c1cccs1 (stereo unspecified)
  101.0	0
- COc1cccc(-c2ccnc3c(-c4ccccc4)c(C)nn23)c1
  110.0	1.5
- NCCCN1CCCc2ccccc21
  103.0	0.3
- CC1CCN(S(=O)(=O)c2ccc(NC(=O)/C=C/c3ccccc3)cc2)CC1
  109.0	0.6
- CCOC(=O)c1cccc(NC(=O)CC2C(=O)N(c3ccc(F)cc3)C(=O)N2C(C)C)c1 (stereo unspecified)
  105.0	-0.5
- Cc1cc(C(=O)OC2CCOC2=O)c2ccccc2n1 (stereo unspecified)
  102.0	0
- Cc1ccc(CSc2nnc3[nH]c(=O)cc(C)n23)cc1
  109.0	0.4
- O=C(CSc1nnc(-c2cc3ccccc3[nH]2)n1-c1ccccc1)N1CCNC1=O
  58.0*	-5.2*
- CCOC(=O)c1cc2c(ccn2C)n1CC(=O)N(c1ccccc1)c1ccccc1
  102.0	0.1
- COc1ccc(CCCc2nnc(SCC(=O)Nc3cccc(C)c3)o2)cc1
  106.0	0.2
- CCc1ccc(N(C2C=CS(=O)(=O)C2)S(=O)(=O)c2ccccc2)cc1 (stereo unspecified)
  98.0	-0.8
- O=C(NCCc1nc2ccccc2[nH]1)c1[nH]nc2c1CCc1ccccc1-2
  100.0	-0.4
- CC(=O)Nc1ccc2sc(C)nc2c1
  104.0	0.7
- Cc1ccc(Nc2c3c(nc4ccccc24)CCC3)cc1F
  106.0	0.3
- CN(C)c1ccc(CN(CC2CCCO2)S(=O)(=O)c2ccccc2C#N)cc1 (stereo unspecified)
  98.0	-0.3

Additional structures.
Each structure is followed by: Polio RdRp inh	Polio RdRp inh FP z-score
- COc1ccc(NC(=O)c2c(C)oc3ccc(O)c(CN4CCOCC4)c23)cc1
  108.0	0.4
- COCCCN1C(=O)c2oc3ccccc3c(=O)c2C12C(=O)N(C)c1ccccc12 (stereo unspecified)
  115.0	2.4
- O=C(O)C1C2C=CC(O2)C1C(=O)N1CCN(c2ccccc2)CC1 (stereo unspecified)
  104.0	1
- Cc1ccccc1Nc1nc(CCl)cs1
  102.0	0.1
- CCOc1ccc(NC(=O)CSc2ncnc3c2sc2ccccc23)cc1
  114.0	1
- COc1ccc(OCc2nnc(SCC(=O)O)n2N)cc1
  103.0	0.4
- Cc1cc(C(C)(C)CC(C)(C)C)ccc1OCCOCC[N+](C)(C)Cc1ccccc1
  94.0*!	-0.7*!
- Cc1ccc(Cn2c(SCc3ccc(C(=O)NC4CCCC4)cc3)nc3ccncc32)cc1
  104.0	-0.5
- COC(=O)c1sc2cccc(F)c2c1S(=O)(=O)Nc1ccc(N(C)C)cc1
  106.0	0.1
- O=C(Nc1cccc(C(F)(F)F)c1)c1cc(-c2ccccc2)on1
  98.0	-0.5
- Cc1c(CN2CCOCC2)c(=O)n(-c2ccccc2)n1C
  101.0	-0.4
- N#CC(C(=O)c1cccc(N2C(=O)CCC2=O)c1)c1ccccn1 (stereo unspecified)
  106.0	0.5
- CCS(=O)(=O)c1ccc2oc(SCC(=O)NCc3ccccc3)nc2c1
  104.0	0.1
- Cc1cccc(C)c1-n1nnnc1S(=O)(=O)Cc1ccccc1Cl
  97.0	-1.3
- Cn1cnc(S(=O)(=O)N2CCC(C(=O)N3CCN(c4ccccc4F)CC3)CC2)c1
  108.0	0.4
- CCc1cccc2c(C#N)cn(CC(=O)NC3CCCC3)c12
  102.0	-0.4
- Cc1cc(S(=O)(=O)Nc2cc3c(cc2N2CCOCC2)n(C)c(=O)n3C)ccc1F
  108.0	0.8
- O=C(NCC1COc2ccccc2O1)c1ccc(NC(=O)c2ccc(Br)o2)cc1 (stereo unspecified)
  98.0	-0.9
- COc1cc(NC(=O)CSc2nc(-c3ccc(C)cc3)nc3c2Cc2ccccc2O3)cc(OC)c1
  106.0	0.7
- O=C(CCC(=O)c1cccs1)NCc1ccc(Cl)cc1
  100.0	-0.7

Reformatted as labelled records: entries from further up.
canonical_smiles: N#CC(C(=O)c1cccc(N2C(=O)CCC2=O)c1)c1ccccn1 (stereo unspecified)
  Polio RdRp inh = 106.0; Polio RdRp inh FP z-score = 0.5

canonical_smiles: CCS(=O)(=O)c1ccc2oc(SCC(=O)NCc3ccccc3)nc2c1
  Polio RdRp inh = 104.0; Polio RdRp inh FP z-score = 0.1

More compounds
Each structure is followed by: Polio RdRp inh	Polio RdRp inh FP z-score
- CCOc1ccc(/C=C/C(=O)NCc2ccco2)cc1OC
  98.0	-0.9
- CCC1(C)CC(CCN)(c2ccc(F)cc2)CCO1 (stereo unspecified)
  107.0	0.4
- CCC(C)c1ccc(NC(=O)CSc2nncn2N)cc1 (stereo unspecified)
  103.0	0.3
- COc1ccc(-c2cc(C(=O)N3CCC4(CC3)OCCO4)[nH]n2)cc1
  102.0	-0.2
- CC(=O)OC(C(=O)Nc1nc2ccccc2s1)c1ccccc1 (stereo unspecified)
  101.0	-0.1
- COc1ccc(/C=C/C(=O)N2c3ccccc3Sc3ccccc32)c(OC)c1
  102.0	0.3
- Cc1cccc(N2CCN(C(=O)Cn3c(-c4cccs4)cc4ccccc43)CC2)c1C
  113.0	0.4
- O=C(CCc1nnc2ccc(N3CCCCC3)nn12)N1CCCC1
  102.0	0.3
- COc1ccc(CCNC(=O)c2cnc3ccc(C)cn3c2=O)cc1OC
  105.0	0.2
- CCOC(=O)c1cc(CC)sc1NC(=O)COc1ccccc1C
  99.0	-0.6
- Cc1noc(C)c1CC(=O)N(Cc1ccccc1)c1nc2c(s1)CCCC2
  104.0	0.1
- Cc1cccc(-c2noc(CN(C(=O)Cc3ccccc3)C(C)C)n2)c1
  104.0	1.1
- Cc1nn(C)c2c1c(C(F)(F)F)cc(=O)n2CC(=O)N1CCCCC1C (stereo unspecified)
  104.0	-0.4
- O=C(O)C1CSC2(C(=O)O)CCC(=O)N12 (stereo unspecified)
  98.0	-0.9
- Cn1c(SCC(=O)NCCC2=CCCCC2)nc2sccc2c1=O
  107.0	0.5
- CCc1cccc(NCc2ccccc2-c2nnc(-c3ccccc3Cl)o2)c1
  108.0	0.8
- COc1ccc(OCCn2nnc3sc4c(c3c2=O)CCC(C(C)(C)C)C4)cc1 (stereo unspecified)
  115.0	1.4
- O=C1O/C(=C\c2ccccc2)c2ccccc21
  101.0	-0.2
- COc1cc(/C=c2\sc3nc(-c4ccccc4C)nn3c2=O)cc(Br)c1OC(C)=O
  120.0	5
- CCc1nn2c(=O)cc(CN3c4ccccc4CC3C)nc2s1 (stereo unspecified)
  101.0	-0.2
- Cc1cc(S(=O)(=O)Nc2ccc3oc4c(c3c2)CCCC4)ccc1Cl
  109.0	-0.3
- Cn1c2ccc(N=Cc3ccccc3O)cc2c2nc3ccccc3nc21
  99.0	-0.5
- COc1ccc(CCN(C)C(C)C(=O)NC2CCCC2)cc1OC (stereo unspecified)
  101.0	0
- COc1ccc(CCN2CCC(CNC(=O)c3cnn(-c4ccccc4)c3C3CCN(C(=O)OC(C)(C)C)CC3)CC2)cc1
  108.0	0.4
- CCC(=O)N(C)c1nc(-c2ccc(Cl)s2)cs1
  99.0	-0.9
- Cc1ccc2oc(=O)c3cc(C(=O)Nc4cccc(C#N)c4)sc3c2c1
  103.0	0
- Cn1c(=O)c(=O)n(C)c2cc(S(=O)(=O)CCC(=O)N3CCCc4ccccc43)ccc21
  104.0	0.4
- CCCOc1cccc(C(=O)NCc2cccnc2)c1
  105.0	0.6
- CCN(CC)C(=S)Nc1ccc2nc3n(c(=O)c2c1)CCCCC3
  100.0	-0.6
- CCN(C(=O)c1ccc2c(c1)N(Cc1cccc(Cl)c1)C(=O)c1ccccc1S2=O)c1ccccc1 (stereo unspecified)
  103.0	-0.4
- CSc1nc2ccccc2c(=O)n1CC(=O)C(C)(C)C
  101.0	-0.4
- O=C(O)CCC(=O)N1CCOc2ccccc21
  102.0	0.2
- COc1ccc(Cn2c(=O)n(-c3ccc(F)c(Cl)c3)c(=O)c3c2c2cc(OC)ccc2n3C)cc1
  110.0	0.6
- CC1CCN(Cn2nc(-c3ccccc3)oc2=S)CC1
  102.0	0.1
- Cc1ccc(S(=O)(=O)N(CC(=O)NCCSc2ccc(Cl)cc2)c2ccccc2C)cc1
  107.0	0.9
- Cc1ccc(S(=O)(=O)NC(=O)Oc2ccccc2N2CCOCC2)cc1
  104.0	0
- CCOC(=O)C1CCN(C(=O)/C(=C/c2ccc(F)cc2)c2ccsc2)CC1
  102.0	-0.1
- COc1cc(NC(=O)CNCC(C)C)cc(OC)c1OC
  109.0	0.7
- CCN(CC)S(=O)(=O)c1cccc(C(=O)OCc2cc(=O)n3cc(C)ccc3n2)c1
  98.0	-0.4
- Oc1c(C(c2ccccc2)N2CCN(Cc3ccccc3)CC2)sc2nc(-c3ccco3)nn12 (stereo unspecified)
  97.0	-1.7

Whole records from above. Values in the order: Polio RdRp inh	Polio RdRp inh FP z-score
O=C(O)CCC(=O)N1CCOc2ccccc21 as listed: 102.0	0.2
CC1CCN(Cn2nc(-c3ccccc3)oc2=S)CC1 as listed: 102.0	0.1
COc1ccc(Cn2c(=O)n(-c3ccc(F)c(Cl)c3)c(=O)c3c2c2cc(OC)ccc2n3C)cc1 as listed: 110.0	0.6
Oc1c(C(c2ccccc2)N2CCN(Cc3ccccc3)CC2)sc2nc(-c3ccco3)nn12 (stereo unspecified) as listed: 97.0	-1.7
CCOC(=O)C1CCN(C(=O)/C(=C/c2ccc(F)cc2)c2ccsc2)CC1 as listed: 102.0	-0.1

More structures:
Each structure is followed by: Polio RdRp inh	Polio RdRp inh FP z-score
- COc1c(Cl)cc(Cl)cc1CNCC1CCCO1 (stereo unspecified)
  103.0	0.5
- CC(C)(C)C(N)=NC#N
  103.0	0.2
- O/N=C/c1c(O)ccc2ccccc12
  98.0	-0.7
- O=C(O)[C@@H]1CCCCN1C(=O)OCC1c2ccccc2-c2ccccc21
  101.0	-0.3
- O=C(CC(c1cccs1)N1Cc2ccccc2C1=O)NCCN1CCOCC1 (stereo unspecified)
  101.0	-0.7
- COCCCNC(=O)CCn1c(=O)c2ccccc2n(CC(=O)Nc2c(C)cc(C)cc2C)c1=O
  103.0	-0.8
- Cn1ccnc1SCC(=O)N1Cc2ccccc2CC1C(=O)O (stereo unspecified)
  99.0	-0.5
- N=C1CCCN1CC(=O)c1ccc(Br)cc1
  109.0	0.7
